LYP inh 2 – inhibitors of human LYP (PTPN22) phosphatase | Q9Y2R2 | recombinant LYP catalytic domain, DiFMUP fluorescence | inhibition, % at 2 µM | actives 0.21% (n = 96,000);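 active = inhibition at 2 µM at or above a set limit, the screen mean plus 3 SD, cut at about 24% in these data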;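 note: 0% = DMSO with enzyme and 100% = enzyme fully blocked by orthovanadate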
PostGolgi ctrl – yeast control strain growth, post-Golgi counter-screen. efflux-deficient yeast background strain, growth absorbance A615, 16 h. inhibition, % at 10 µM. actives 5% (n = 98,000)
DAT uptake mod – human DAT dopamine uptake with cocaine, either direction; Q01959; LLC-PK1 hDAT cells, [14C]-dopamine uptake with cocaine IC80; actives deviate in either direction; B-score at 10 µM; actives 1.3% (n = 110,000);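 active = Z score or B-score, a plate-position-corrected score, falls beyond the plate's 99.7% confidence bounds, in either direction; inactive = both scores lie inside the 99.7% bounds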;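 note: scored against the spread of the other compound wells on the same plate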
Target sequence (Q01959 whole entry, looked up): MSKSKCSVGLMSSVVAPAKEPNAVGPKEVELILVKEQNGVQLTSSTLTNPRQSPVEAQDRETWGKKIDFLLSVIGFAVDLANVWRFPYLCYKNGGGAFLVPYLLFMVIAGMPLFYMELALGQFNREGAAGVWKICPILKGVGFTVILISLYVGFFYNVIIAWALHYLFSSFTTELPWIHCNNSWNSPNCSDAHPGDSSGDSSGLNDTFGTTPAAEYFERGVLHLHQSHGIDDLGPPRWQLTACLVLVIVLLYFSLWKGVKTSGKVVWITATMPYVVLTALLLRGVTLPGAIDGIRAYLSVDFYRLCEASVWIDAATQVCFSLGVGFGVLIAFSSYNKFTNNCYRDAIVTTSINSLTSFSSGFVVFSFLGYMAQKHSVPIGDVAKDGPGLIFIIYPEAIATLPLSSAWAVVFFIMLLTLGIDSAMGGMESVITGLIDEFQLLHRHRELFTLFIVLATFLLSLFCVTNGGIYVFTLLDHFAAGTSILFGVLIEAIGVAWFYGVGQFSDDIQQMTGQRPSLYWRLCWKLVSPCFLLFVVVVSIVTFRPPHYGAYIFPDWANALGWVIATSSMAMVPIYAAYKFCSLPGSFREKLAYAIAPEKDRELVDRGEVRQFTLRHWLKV
PTK2B oligo ant – antagonists of human Pyk2 oligomerization; Q293 cells, Pyk2 FERM NanoBiT luminescence; stronger effect = lower value; z-score (the deposit names both 25 µM and 10 µM); actives 0.83% (n = 99,000); AID 1347419; Q14289;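 active = Z-score of -3 or lower, scaled per plate to the spread of control and sample wells; inactive = z-score above -3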;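 note: negative z-score means lost luminescence so less FERM oligomerization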
CYP2C9 activ – increases human cytochrome P450 2C9 activity | P11712 | activation factor at 5 µM | actives 1.4% (n = 96,000) | recombinant CYP2C9, luciferin-H conversion, luminescence; stronger effect = higher value; factor 1 = untreated enzyme, 0 = blocked | AID 1024;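 active = activation factor of 2 or more for CYP2C9 at a 5 µM dose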;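 note: 0 = sulfaphenazole-blocked wells and 1 = vehicle-only wells; values of inactives mirror those of a sister screen read the other way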
Target sequence (P11712 whole entry, looked up): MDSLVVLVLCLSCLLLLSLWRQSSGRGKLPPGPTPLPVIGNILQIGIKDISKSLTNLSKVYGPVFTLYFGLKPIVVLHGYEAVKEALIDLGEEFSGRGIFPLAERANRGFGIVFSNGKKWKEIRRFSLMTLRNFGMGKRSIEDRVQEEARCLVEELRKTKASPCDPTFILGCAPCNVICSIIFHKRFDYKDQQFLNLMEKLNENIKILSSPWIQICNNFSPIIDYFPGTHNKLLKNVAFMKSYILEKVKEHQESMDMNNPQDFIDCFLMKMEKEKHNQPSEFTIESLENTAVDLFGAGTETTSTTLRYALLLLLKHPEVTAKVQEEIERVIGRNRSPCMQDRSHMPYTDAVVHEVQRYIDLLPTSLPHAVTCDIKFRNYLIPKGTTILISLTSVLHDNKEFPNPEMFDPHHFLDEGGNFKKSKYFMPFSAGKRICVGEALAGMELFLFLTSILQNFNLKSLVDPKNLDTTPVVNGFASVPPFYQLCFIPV
LYP act – activators of human LYP (PTPN22) phosphatase. actives 0.11% (n = 96,000). recombinant LYP, DiFMUP fluorescence; 0 = plate median, 100 = signal doubled. Q9Y2R2. activation, % at 2 µM;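 active = activation at 2 µM above a set limit, the mean plus 5 SD, cut at about 37% in these data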
Ecoli WT expand – E. coli BW25113 growth inhibition, expanded screen | growth inhibition, % at 100 µM | actives 0.15% (n = 98,000) | OD600 absorbance;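 active = growth inhibition above about 50% at one test dose, limit read from the data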;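 note: growth measured after 20 h incubation at 37 °C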
CYP2C9 inhib – human CYP2C9 inhibition | inhibition, % at 5 µM | CYP2C9 Supersomes, luciferin-H conversion, luminescence | actives 20% (n = 96,000) | P11712;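 active = blocking of liver enzyme CYP2C9 beyond about 50% at 5 µM, limit read from the data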; note: values of inactives mirror those of a sister screen read the other way
PostGolgi yeast – growth inhibition of a yeast mutant, post-Golgi transport screen; post-Golgi transport phenotypic cell assay; inhibition, % at 10 µM; actives 0.9% (n = 98,000); AID 739;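 note: yeast cells grown in 1536-well plates; yeast grown about 18 h at 30C before absorbance read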
Starred values were filed as active, the others as inactive; x = not tested or not shown. Cut-off read from the data, not from the text of the source, unless noted: active = inhibition above about 30%; inactive = the rest.

SMILES	LYP inh 2	PostGolgi ctrl	DAT uptake mod	PTK2B oligo ant	CYP2C9 activ	LYP act	Ecoli WT expand	CYP2C9 inhib	PostGolgi yeast
CCOc1ccc(NC(=O)c2cn(-c3ccc(OCC)cc3)c(=O)c3cc(OC)c(OC)cc23)cc1	-8.1	-1.5	2.45	-0.75	0.6	12.3	-2.0	39.1	-9.5
CCOC(=O)C(NCc1ccccn1)(NC(=O)c1cccnc1)C(F)(F)F (centres undefined)	10.8	7.5	0.00564	0.76	0.9	-11.7	-2.0	9.5	0.0
CCOc1ccc2cc(C#N)c(SCC(=O)OC)nc2c1	-0.6	13.8	1.08	-0.26	0.8	-2.5	-6.0	21.4	-2.4
CN1/C(=C\C(=O)c2oc3ccccc3c2N)C(C)(C)c2ccccc21	-1.8	22.4	-1.2	-2.15	0.5	2.8	3.0	47.6	0.5
O=C(c1ccccc1Br)N1CCN(c2ccccc2)CC1	-18.2	-16.0	0.0782	0.1	0.7	18.3	8.0	32.8	-1.2
Fc1ccc(OCCCCCN2CCCC2)cc1	0.7	7.8	-0.535	-0.07	1	2.2	11.0	4.9	4.7
CCCCCCCCCCS(=O)(=O)N/N=C/c1ccc([N+](=O)[O-])cc1	1.9	5.1	-0.847	0.79	0.6	-4.6	-11.0	35.8	-2.3
O=C(O)c1cn(-c2ccccc2)nc1-c1cccnc1	-6.0	4.9	0.412	0.77	1	8.2	-4.0	-4.1	-7.2
N#Cc1nc(COc2ccccc2)oc1N1CCN(Cc2ccccc2)CC1	-3.3	5.5	0.476	0.81	0.1	3.0	-16.0	92.7*	-5.2
CCN1C(c2ccccc2)=C(c2ccccc2)S/C1=C\C=C1/SC(=S)N(C)C1=O	8.2	x	0.589	1.06	x	-6.3	x	x	x
COc1ccc(OCCNC(=O)c2ccccc2OCC(=O)N2CCCCC2)cc1	0.3	21.6	0.00262	-0.02	x	1.4	-5.0	x	7.1
Cc1ccc(S(=O)(=O)N2CCCC(C(=O)N(Cc3cccs3)C3CC3)C2)cc1 (centres undefined)	x	17.1	-0.278	-0.54	1.5	x	-9.0	-50.5	8.7
CCC1c2ccc(C)n2CCN1C(=O)Nc1ccc(F)cc1 (centres undefined)	6.8	4.4	-0.00233	0.55	0.8	-7.2	13.0	15.1	13.1
COc1cc2cc(CN(CCO)S(=O)(=O)c3ccccc3Cl)c(=O)[nH]c2cc1OC	x	14.6	0.0462	0.14	0.4	x	-8.0	55.3*	1.6
CCOC(=O)Cc1nn2c(=O)cc(C)nc2s1	2.4	3.2	-0.361	-0.33	0.9	-3.0	1.0	8.1	-15.1
CC1(C)CC2CC(C)(CN2C(=O)COc2cccc3ccccc23)C1 (centres undefined)	8.4	46.5*	-0.262	-1.28	1.6	-8.0	-15.0	-57.0	-6.7
Cc1ccccc1CSCCNC(=O)CN(c1ccc2c(c1)OCO2)S(C)(=O)=O	-3.9	5.4	-0.809	1.61	0.4	-0.4	-4.0	56.2*	-4.6
O=C(NC1CCCCC1)N1CCCCCC1	-10.7	7.3	0.367	-0.12	1	7.9	7.0	4.6	-4.9
Cn1nc(C(F)(F)F)c(C#N)c1N1CCN(c2ccccc2)CC1	-4.6	71.7*	0.858	-0.74	0.3	5.3	-4.0	71.7*	10.1
COC(=O)c1ccc(Oc2nc(N(C)C)nc(N3CCOCC3)n2)cc1	8.6	8.3	1.38	0.11	1	-6.6	5.0	4.9	-7.0

Limited to PTK2B oligo ant, for two of the compounds above:
smiles	PTK2B oligo ant
Fc1ccc(OCCCCCN2CCCC2)cc1	-0.07
COc1cc2cc(CN(CCO)S(=O)(=O)c3ccccc3Cl)c(=O)[nH]c2cc1OC	0.14

(next part)
SMILES	LYP inh 2	PostGolgi ctrl	DAT uptake mod	PTK2B oligo ant	CYP2C9 activ	LYP act	Ecoli WT expand	CYP2C9 inhib	PostGolgi yeast
Cc1cccn2c(=O)c3cc(C(=O)N(C)C)n(C)c3nc12	1.2	4.0	0.0574	-0.93	1	-2.7	9.0	-4.4	3.9
Cc1nc(-c2cccc(S(=O)(=O)N3CC(C)OC(C)C3)c2)cs1 (centres undefined)	-1.9	3.4	0.62	-1.44	0.8	-0.6	-13.0	20.5	-2.7
CCCCCCCCC(=O)N/N=C/c1cccc(Br)c1	5.5	16.4	-1.04	0.14	0.8	-2.8	-11.0	24.1	-4.2
CC(=O)C1=C(c2ccccc2)NC(=O)NC1c1ccccc1OCC(=O)Nc1ccccc1 (centres undefined)	4.7	5.8	0.0414	-1.98	0.6	-4.8	-10.0	42.1	0.7
O=S(=O)(c1ccc2ccccc2c1)N1CCN(S(=O)(=O)N2CCCCC2)CC1	10.5	-0.8	-0.286	-0.6	1.3	-8.3	-14.0	-27.1	2.7
CCOC(=O)Cc1nnc2c(Nc3ccc(Cl)cc3)nc3nonc3n12	-1.5	26.7	-0.706	-1.15	0.8	-0.9	11.0	15.9	9.7
O=C(Cn1cc([N+](=O)[O-])cn1)Nc1ccn(Cc2c(F)c(F)c(F)c(F)c2F)n1	-0.8	-0.6	-0.384	-0.13	0.7	0.7	3.0	26.2	-0.3
CCc1cc([N+](=O)[O-])cc(CC)c1N	3.2	18.3	0.713	-0.65	1.3	-3.3	12.0	-28.3	-2.3
COc1cccc2c1OC1(C)CC2N(C(=O)c2ccco2)C(=S)N1c1ccc(F)cc1 (centres undefined)	0.4	14.4	0.603	0.72	0.7	-2.9	-7.0	28.6	7.5
Cc1cccc(-c2nc3c(c(SCC(=O)N4CCOCC4)n2)CCCC3)c1	12.2	x	1.16	-0.27	x	-12.8	x	x	x
CCn1c(=O)c(=O)[nH]c2cc(C(=O)Nc3ccc(S(=O)(=O)N4CCCC4)cc3)ccc21	-1.0	-3.6	1.7	2.22	0.8	0.7	-2.0	23.6	-0.2
O=C(NCc1ccccc1)C12CC3CC(CC(C3)C1)C2	-2.3	7.6	-0.493	0.09	1	4.0	-4.0	-2.9	-3.5
COc1cc(-c2csc(N3CCOCC3)n2)cc(OC)c1OC	5.3	-8.3	1.47	0.35	0.6	-2.1	-1.0	38.7	-1.6
CC(C)(C)c1nc(CN2CCOCC2)cc(CN2CCOCC2)c1O	0.3	-8.6	0.453	0.35	0.9	-2.7	1.0	7.2	8.9
CCOC(=O)C1=NN(c2ccccc2)C2(S1)SC(C(C)=O)=C(C)N2c1ccccc1 (centres undefined)	5.7	28.8	-1.1	0.93	0.6	-3.4	-19.0	43.8	-2.0
Cn1c(OCc2ccco2)nc2c1c(=O)n(Cc1ccc(Cl)c(Cl)c1)c(=O)n2C	9.5	3.0	-0.366	-0.08	0.8	-9.9	3.0	22.2	5.5
Cc1cc(Oc2ccccc2)nc(SCC(N)=O)n1	7.7	7.3	-1	0.52	1	-4.2	2.0	0.1	-6.8
CN(C)/C=N/c1sc2c(c1C#N)CC(C)(C)NC2(C)C	-3.7	x	-0.338	0.98	x	3.8	x	x	x
Cc1cc(C)n(-c2ccc(C(=O)OCC(=O)Nc3ccc(S(=O)(=O)N4CCCCC4)cc3)cc2)n1	3.8	-0.3	0.827	-0.7	0.2	-1.7	-8.0	81.9*	-1.7
COc1cccc(-n2cnc3scc(-c4cccs4)c3c2=O)c1	-7.3	0.7	1.16	0.08	0.2	6.6	-9.0	79.2*	-3.1
O=c1c2ccccc2c(-c2ccc(Cl)cc2)nn1-c1ccccc1	x	39.7*	1.56	-0.21	0.7	x	0.0	26.4	6.5
CCC(=O)NC(C)C(c1cccs1)N1CCN(Cc2ccccc2)CC1 (centres undefined)	4.1	8.7	-0.182	x	0.7	-4.7	-2.0	29.7	6.4
CC(=O)Nc1ccc(S(=O)(=O)NC(C(=O)O)C(C)C)cc1 (centres undefined)	0.5	x	-0.2	0.42	x	0.4	x	x	x
CC(=O)/C(C[N+]1(C)CCCCC1)=N\O	-12.7	8.7	-0.969	0.66	1.1	16.6	0.0	-9.2	-0.6
COc1cccc(-c2cc(C(=O)N3CC4(C)CC3CC(C)(C)C4)no2)c1 (centres undefined)	10.1	20.5	1.37	-1.35	0.9	-11.5	-9.0	8.8	-1.9
O=C(C1CCCN1S(=O)(=O)c1cccc2cccnc12)N1CCc2ccccc2C1 (centres undefined)	8.3	-5.6	0.218	x	0.8	-10.9	2.0	15.3	3.8
COc1cc(OC)c(C2N(c3cc(C)on3)C(=O)C3CCCN32)cc1OC (centres undefined)	0.3	0.0	-1.15	0.51	0.9	-2.1	6.0	10.5	-3.2
O=C(Nc1nc(-c2ccc(S(=O)(=O)N3CCOCC3)cc2)cs1)c1ccccc1	0.5	-5.3	x	x	0.5	1.7	5.0	47.5	-12.1
COc1ccc(OCCSc2nc3ccccc3c(=O)[nH]2)cc1	11.3	5.8	0.389	-0.17	0.8	-11.9	-5.0	22.5	9.6
CCCCNc1c2c3c(cccc3n(C)c1=O)C(=O)c1ccccc1-2	-7.7	57.8*	1.06	-2.72	x	6.7	-26.0	x	1.7
O=C(CCCC(=O)OCC(=O)NC1CCCC1)Nc1ccccn1	-12.4	6.5	-1.01	0.38	1	15.3	-6.0	-4.5	16.6
CCOC(=O)Cn1nc(C)n(-c2ccc(C)cc2)c1=O	-2.4	2.5	0.484	0.48	1	5.1	0.0	-2.0	18.9
CN(C1CCCCC1)S(=O)(=O)c1ccc(S(=O)(=O)N2CCN(C(=O)c3ccccc3F)CC2)cc1	0.8	13.9	-1.11	0.86	1	-3.3	-1.0	4.4	2.3
Fc1ccc(CSc2nc3ccccc3[nH]2)c2ccccc12	4.3	47.4*	0.957	-1.11	0	-2.3	-4.0	97.5*	2.2
C=CCSc1n[nH]c(-c2ccccc2)n1	6.0	2.4	0.56	-0.22	0.9	-5.1	2.0	10.1	-2.6
Cc1ccnc2nc(C(=O)Nc3cc(Cl)ccc3N3CCOCC3)nn12	8.6	9.2	0.0562	-0.64	0.7	-4.1	-2.0	28.3	4.4
COc1cc(S(=O)(=O)N2CCOCC2)ccc1NC(=O)CSc1nnc(N)s1	-6.4	8.5	-0.109	0.27	0.5	2.2	-9.0	46.8	16.7
Cc1cccc2cc(COC(=O)C(C)(C)C)c(=O)[nH]c12	9.7	8.7	-0.499	-0.18	1.3	-13.4	-9.0	-32.7	-7.4
COc1ccc(C2=NOC(C(=O)NCc3cccs3)C2)cc1 (centres undefined)	3.1	-0.6	-0.843	0.4	1.3	-3.7	-7.0	-28.7	20.4
Cn1cc(/C=N/n2cnc3scc(-c4ccccc4)c3c2=O)c2ccccc21	-0.9	19.1	0.618	-0.57	0.6	0.2	-12.0	42.5	-4.8

2 entries drawn at random from the list so far:
SMILES	LYP inh 2	PostGolgi ctrl	DAT uptake mod	PTK2B oligo ant	CYP2C9 activ	LYP act	Ecoli WT expand	CYP2C9 inhib	PostGolgi yeast
Cc1cccc2cc(COC(=O)C(C)(C)C)c(=O)[nH]c12	9.7	8.7	-0.499	-0.18	1.3	-13.4	-9.0	-32.7	-7.4
Cc1cc(C)n(-c2ccc(C(=O)OCC(=O)Nc3ccc(S(=O)(=O)N4CCCCC4)cc3)cc2)n1	3.8	-0.3	0.827	-0.7	0.2	-1.7	-8.0	81.9*	-1.7

Next part
SMILES	LYP inh 2	PostGolgi ctrl	DAT uptake mod	PTK2B oligo ant	CYP2C9 activ	LYP act	Ecoli WT expand	CYP2C9 inhib	PostGolgi yeast
CC(C)CCn1c(Sc2nc3ccccc3s2)nc2c1c(=O)[nH]c(=O)n2C	4.8	33.2*	0.449	-1.41	0.7	-6.8	8.0	35.0	-6.3
CCOc1ccc(-c2nnc(SCC(=O)Nc3ccc4c(c3)c3ccccc3n4CC)n2N)cc1	16.1	-4.6	-0.998	0.31	0.7	-13.1	3.0	27.2	-1.1
N#CCC(=O)NN=C1CCCCCCCCCCC1	2.4	9.9	0.036	-0.42	0.9	0.5	-1.0	14.9	-0.3
CC(C)C(=O)N(Cc1cc2ccccc2[nH]c1=O)C(C)C	1.8	-0.4	-0.438	-0.53	1	-5.0	-2.0	2.1	12.7
Cc1cccc(C)c1NC(=O)CSc1nnc(Cn2nnc(-c3ccccc3)n2)n1-c1ccccc1	-14.9	9.8	2.21	-0.28	0.1	14.2	-6.0	92.2*	3.5
COc1ccc(Oc2c(-c3ccc(O)cc3O)n[nH]c2C)cc1	4.7	0.6	0.00822	-2.1	0	-6.7	17.0	100.4*	-0.2
